HKDC1 inhibitor = inhibitors of human hexokinase HKDC1; Q2TB90; recombinant HKDC1, G6PDH/diaphorase resazurin coupled fluorescence; inhibition, % at 20 µM; 340,000 compounds, 0.16% hits; AID 493160;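 active means inhibition above about 35% when tested at 20 µM, limit read from the data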;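 further: plate controls were DMSO wells with enzyme for no effect and DMSO wells lacking enzyme for full effect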
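Assay system: recombinant HKDC1 hexokinase; detection: coupled resazurin fluorescence, excitation 525 nm, emission 613 nm; benchmarks: DMSO-plus-enzyme-mix negative control, buffer-substituted positive control; compound dosing: single 20 µM dose; schedule: 90 min at room temperature in dark; also added: glucose plus 1 mM ATP as hexokinase substrates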
SENP8 block-1 = blocks human SENP8 cleavage of Nedd8 substrate | recombinant SENP8, Nedd8 substrate fluorescence | inhibition, % at 20 µM | 360,000 compounds, 0.64% hits | AID 602440; in the data active means inhibition mostly above about 40%, no sharp cut-off; inactive means mostly below about 27%
Target sequence (Q96LD8 whole entry, looked up): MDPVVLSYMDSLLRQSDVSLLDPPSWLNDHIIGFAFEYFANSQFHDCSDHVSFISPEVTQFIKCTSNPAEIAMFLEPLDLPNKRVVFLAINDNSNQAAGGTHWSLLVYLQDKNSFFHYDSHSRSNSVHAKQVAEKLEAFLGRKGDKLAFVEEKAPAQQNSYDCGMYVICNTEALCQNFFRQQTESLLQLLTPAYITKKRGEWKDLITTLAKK
SENP1 FRET inh = inhibitors of human SENP1 SUMO protease catalytic domain; 360,000 compounds, 0.21% hits; Q9P0U3; recombinant SENP1 catalytic domain, CyPet-SUMO1-YPet FRET cleavage; inhibition, % at 10 µM;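 active means inhibition at least 30% at 10 µM, raw YFP signal under a set limit, fluorescence ratio 0.5 to 1.5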;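 further: 0% = enzyme with DMSO and 100% = no enzyme wells; some results filed as inactive read as strong as hits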
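Material – human SENP1 catalytic domain · Input – SENP1 enzyme, 20 pM final · Compound dosing – single concentration of 10 µM compound, 0.5% DMSO final · Timing – enzyme reaction for 50 min at room temperature, dark · Measured by – FRET fluorescence in CFP and YFP emission channels · Control set – no-enzyme wells low, DMSO-plus-enzyme wells high control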
PfGluPho inh = PfG6PD (Plasmodium falciparum) enzyme inhibition | PfGluPho enzyme, NADPH resazurin-diaphorase fluorescence | inhibition, % at 20 µM | 350,000 compounds, 0.78% hits;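 active means inhibition reaching at least a set limit at 20 µM in the primary screen, cut at about 59% in these data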;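 further: 0% = DMSO wells with substrate and 100% = DMSO wells lacking glucose-6-phosphate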
SENP7 block = inhibitors of human SENP7 protease; Q9BQF6; recombinant SENP7, Z-RLRGG-aminoluciferin luminescence, 40 min; inhibition, % at 5 µM; 330,000 compounds, 1.5% hits;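 active means inhibition above about 50% at the single test dose, limit read from the data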;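 further: plate controls were DMSO with enzyme for no effect and no enzyme buffer wells for full effect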
Target sequence (Q9BQF6 706-1050 limits assumed): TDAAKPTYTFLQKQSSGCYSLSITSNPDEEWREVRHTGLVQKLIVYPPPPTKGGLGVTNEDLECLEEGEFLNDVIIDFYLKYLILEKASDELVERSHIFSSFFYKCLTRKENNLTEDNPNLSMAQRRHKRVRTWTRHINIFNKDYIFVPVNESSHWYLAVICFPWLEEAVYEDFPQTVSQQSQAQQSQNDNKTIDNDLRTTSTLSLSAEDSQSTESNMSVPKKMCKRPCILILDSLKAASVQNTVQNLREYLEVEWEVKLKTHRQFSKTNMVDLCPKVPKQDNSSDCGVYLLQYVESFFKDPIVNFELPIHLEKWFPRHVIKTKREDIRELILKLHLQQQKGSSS
SENP6 inh = SENP6 protease inhibition | 330,000 compounds, 1.8% hits | Recombinant SENP6 catalytic domain, aminoluciferin luminescence | inhibition, % at 10 µM | Q9GZR1;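 active means inhibition above about 50% at the single tested dose, limit read from the data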;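 further: plate controls were DMSO wells with enzyme for no effect and DMSO wells lacking enzyme for full effect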
Target sequence (Q9GZR1 628-1112 limits assumed): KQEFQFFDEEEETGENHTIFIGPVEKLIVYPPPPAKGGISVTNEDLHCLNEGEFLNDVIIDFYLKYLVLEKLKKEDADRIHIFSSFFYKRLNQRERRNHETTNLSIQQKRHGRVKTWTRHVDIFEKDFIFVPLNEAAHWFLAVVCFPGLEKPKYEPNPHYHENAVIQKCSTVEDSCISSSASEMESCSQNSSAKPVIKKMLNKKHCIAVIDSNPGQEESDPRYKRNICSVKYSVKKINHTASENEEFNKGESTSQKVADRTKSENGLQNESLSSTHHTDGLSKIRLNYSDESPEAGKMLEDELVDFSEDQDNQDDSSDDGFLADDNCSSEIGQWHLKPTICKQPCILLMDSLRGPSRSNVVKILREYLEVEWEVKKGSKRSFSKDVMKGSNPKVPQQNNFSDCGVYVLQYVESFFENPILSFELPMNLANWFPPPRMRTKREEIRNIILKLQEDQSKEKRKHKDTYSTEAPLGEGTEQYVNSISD
SENP8 block-2 = blocks the human protease SENP8 | purified SENP8, Z-RLRGG-aminoluciferin cleavage, luminescence | inhibition, % at 10 µM | 330,000 compounds, 1.2% hits | AID 2540; in the data active means inhibition above about 50%
Apaf-1 inh = inhibitors of human Apaf-1 apoptosome | inhibition, % at 20 µM | O14727 | AID 489030 | 330,000 compounds, 0.71% hits | reconstituted apoptosome caspase-3 activity, DEVD-Rh110 fluorescence; active means inhibition of at least 40% at 20 µM;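 further: plate controls were DMSO wells for no effect and DEVD-CHO caspase inhibitor wells for full effect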
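detection = Rh110 fluorescence intensity | test system = biochemical Apaf-1 apoptosome reconstitution | also added = cytochrome c and DEVD-Rh110 substrate | schedule = 30 min plus 50 min, RT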
Numbers without * were called inactive; i = inactive; · = not tested or not shown.

SMILES	HKDC1 inhibitor	SENP8 block-1	SENP1 FRET inh	PfGluPho inh	SENP7 block	SENP6 inh	SENP8 block-2	Apaf-1 inh
CCNCCC(=O)N1c2ccccc2Sc2ccc(NC(=O)OCC)cc21	-8	16	1	-7	13	-20	3	9
COc1cccc(CNC(=O)CNC(=O)c2cccs2)c1	-5	9	0	1	0	3	4	-4
CCCCN(C(=O)CC1CCCCC1)c1c(N)n(CC(C)C)c(=O)[nH]c1=O	0	-1	-1	-6	1	1	13	-11
C[C@H](CO)N1C[C@H](C)[C@@H](CN(C)CC2CC2)Oc2c(NS(=O)(=O)c3ccccc3)cccc2C1=O	-2	12	2	1	4	-9	-2	-1
O=c1cc(O)n(Cc2ccc(F)cc2)c(=O)[nH]1	-7	21	-3	-6	-3	-7	-7	6
CCOC(=O)C(C)Oc1ccc2c(CC)cc(=O)oc2c1C (configuration not stated)	-5	-54	0	-17	2	4	-5	-8
COc1ccc(OC)c2c1cc(C(=O)N[C@H](C(=O)N1CCC(C(=O)O)CC1)C(C)C)n2C	9	-154	1	-15	·	·	·	·
Cc1ccc(C)c(CN2CCC(n3nccc3NC(=O)C3CCCC3)CC2)c1	-1	11	0	-3	-4	10	0	-10
COc1cccc(NC(=S)NCc2ccccc2)c1	0	10	6	1	7	-9	-6	-5
COc1ccc(CC(=O)NNC(=O)CSc2nc(C)c(C)c(=O)[nH]2)cc1	-4	13	2	18	4	-5	-2	-5
Cc1nc(C(F)(F)F)ccc1C(=O)Nc1ccccc1N1CCOCC1	-7	8	1	-6	-6	1	-7	5
Cc1nnc(NC(=O)C2COc3ccccc3O2)s1 (configuration not stated)	-3	4	5	-11	5	-11	-4	-2
COc1ccc(C(=O)COC(=O)c2ccco2)cc1	-9	12	0	-33	55*	72*	50*	-4
C=CCSc1nnc2c(n1)OC=Nc1ccccc1-2	-5	14	5	-28	4	18	5	-10
O=C(O)c1nnn(-c2ccc([N+](=O)[O-])cc2)c1-c1ccccc1	-3	16	0	-19	3	-16	-1	-6
C[C@@H](NC(=O)c1coc(=O)c(Br)c1)c1ccccc1	2	-149	1	-6	-4	-7	-4	20
O=C(c1ccco1)N1CCN(C(=O)C(c2ccccc2)c2ccccc2)CC1	-1	15	0	-1	6	-11	1	7
COc1ccc(CNC(=O)C2CCC(CNS(=O)(=O)c3cccc4cccnc34)CC2)cc1 (configuration not stated)	-7	17	-2	-4	-6	-8	-4	2
CC(NC(=O)COC(=O)COc1ccc(Cl)cc1)c1ccccc1 (configuration not stated)	-5	-3	5	5	0	-13	-10	6
O=C(CNS(=O)(=O)c1ccccc1)Nc1ccccc1Br	-1	0	2	1	0	1	2	-8
CCCNC(=O)c1ccc2c(=O)c(O)c(-c3cccc(Br)c3)[nH]c2c1	-7	-270	53	-18	8	-23	-6	-6
O=C(CN1CCN(Cc2ccccc2Cl)CC1)N/N=C/C=C/c1ccccc1[N+](=O)[O-]	-4	10	1	-2	10	-23	3	-15
Cn1cccc1C(=O)NC(=O)COC(=O)c1cc(S(=O)(=O)N2CCCCC2)ccc1Cl	-3	-15	-9	-7	3	-9	-1	5
CCn1cnc2sc(C(=O)N3CCN(Cc4ccc5c(c4)OCO5)CC3)c(C)c2c1=O	·	·	·	·	-1	2	-2	-9
O=C(Nc1nc2ccc(F)cc2s1)c1cccc(S(=O)(=O)N2CCc3ccccc32)c1	0	-103	-2	-17	17	48	16	4

In a second layout: entries from further up.
Every second line gives: HKDC1 inhibitor	SENP8 block-1	SENP1 FRET inh	PfGluPho inh	SENP7 block	SENP6 inh	SENP8 block-2	Apaf-1 inh
> CCNCCC(=O)N1c2ccccc2Sc2ccc(NC(=O)OCC)cc21
    -8	16	1	-7	13	-20	3	9
> COc1cccc(CNC(=O)CNC(=O)c2cccs2)c1
    -5	9	0	1	0	3	4	-4
> CCCCN(C(=O)CC1CCCCC1)c1c(N)n(CC(C)C)c(=O)[nH]c1=O
    0	-1	-1	-6	1	1	13	-11
> C[C@H](CO)N1C[C@H](C)[C@@H](CN(C)CC2CC2)Oc2c(NS(=O)(=O)c3ccccc3)cccc2C1=O
    -2	12	2	1	4	-9	-2	-1
> O=c1cc(O)n(Cc2ccc(F)cc2)c(=O)[nH]1
    -7	21	-3	-6	-3	-7	-7	6
> CCOC(=O)C(C)Oc1ccc2c(CC)cc(=O)oc2c1C (configuration not stated)
    -5	-54	0	-17	2	4	-5	-8
> COc1ccc(OC)c2c1cc(C(=O)N[C@H](C(=O)N1CCC(C(=O)O)CC1)C(C)C)n2C
    9	-154	1	-15	·	·	·	·
> Cc1ccc(C)c(CN2CCC(n3nccc3NC(=O)C3CCCC3)CC2)c1
    -1	11	0	-3	-4	10	0	-10
> COc1cccc(NC(=S)NCc2ccccc2)c1
    0	10	6	1	7	-9	-6	-5
> COc1ccc(CC(=O)NNC(=O)CSc2nc(C)c(C)c(=O)[nH]2)cc1
    -4	13	2	18	4	-5	-2	-5
> Cc1nc(C(F)(F)F)ccc1C(=O)Nc1ccccc1N1CCOCC1
    -7	8	1	-6	-6	1	-7	5
> Cc1nnc(NC(=O)C2COc3ccccc3O2)s1 (configuration not stated)
    -3	4	5	-11	5	-11	-4	-2
> COc1ccc(C(=O)COC(=O)c2ccco2)cc1
    -9	12	0	-33	55*	72*	50*	-4
> C=CCSc1nnc2c(n1)OC=Nc1ccccc1-2
    -5	14	5	-28	4	18	5	-10

Continuation:
SMILES	HKDC1 inhibitor	SENP8 block-1	SENP1 FRET inh	PfGluPho inh	SENP7 block	SENP6 inh	SENP8 block-2	Apaf-1 inh
CC(C)C(=O)c1cc2c(cc1NC(=O)Nc1cccc3ccccc13)OCCO2	·	·	·	·	1	10	7	4
O=C(Cn1nnc(-c2ccccc2Cl)n1)Nc1cccc(S(=O)(=O)N2CCCC2)c1	13	10	-1	-10	1	5	4	1
O=C(CSc1cn[nH]n1)Nc1cccc(C(F)(F)F)c1	-7	3	-2	-13	10	-12	-5	1
CCOc1ccc(NC(=O)NCCCSC2CCCCC2)cc1	8	15	1	-17	5	-12	-1	-9
C#CCOCCOCCOCCNc1nc(N2CCN(C(=O)[C@H](CCCCN)n3cc(CN)nn3)CC2)nc(N2CCN(C(=O)[C@H](CCC(=O)O)n3cc(CN)nn3)CC2)n1	-5	-4	0	7	4	15	5	11
COc1ccccc1Oc1nc(-c2cccnc2)nc2ccccc12	2	-22	-7	12	-11	-13	-2	18
COc1ccc(Br)cc1/C=N/n1c(COc2ccccc2)n[nH]c1=S	-5	11	3	6	-6	-2	-3	4
COC(=O)[C@@H]1C[C@H]2CC[C@H](O)C[C@H]2N1Cc1ccc(Cl)cc1	1	-14	-12	-2	4	3	1	0
COc1ccc(CCNC(=O)C(=O)NCc2ccc(C(C)C)cc2)cc1OC	2	14	2	0	-7	0	-5	0
c1coc(-c2nn3c(Cn4nnc5ccccc54)nnc3s2)c1	-10	4	0	41	3	1	-1	0
O=C(c1cccc(NS(=O)(=O)c2cccc(F)c2)c1)N1CCCC1	2	2	0	7	-10	10	-2	-11
CN(Cc1ccccc1)S(=O)(=O)c1ccc(OCC(=O)NCc2ccccn2)cc1	3	6	1	-18	1	-25	10	17
N#Cc1c(-c2cccs2)cc(-c2ccccn2)nc1N	0	i	-122	-1	-7	-3	-9	0
Cc1ccccc1C(=O)NC(CC(C)C)C(=O)N1CCN(c2ccccc2)CC1 (configuration not stated)	-7	6	2	11	2	0	6	1
CC(C(=O)NC1CCS(=O)(=O)C1)N1C(=O)/C(=C/c2ccc(Cl)cc2)SC1=S (configuration not stated)	-18	18	4	-11	11	7	-1	12
CC(C)(C)C1CCC(=NNS(=O)(=O)c2ccc(Br)cc2)CC1 (configuration not stated)	-1	18	0	7	-1	-5	4	11
O=C(COC(=O)CCSc1ccccc1)Nc1ccccc1	2	16	6	-16	-4	-4	-10	2
CCCCOc1ccc(/C=C(\C(=O)O)c2ccc(S(=O)(=O)N3CCCC3)s2)cc1	7	-108	-26	-33	-25	-11	-22	16
CSc1ccc(CN(C)CC(=O)Nc2c(F)cccc2F)cc1	-4	-2	1	-1	5	3	-2	1
CCOC(=O)c1ccc(N2Cc3ccccc3C2=NC(=O)c2ccncc2)cc1	-13	-19	-2	5	·	·	·	·
COc1ccc(CN(CC(=O)NCc2ccc(F)cc2)C(=O)CCC(=O)Nc2ccccn2)cc1	-6	4	0	1	-3	22	1	1
COc1cc(C(C)=O)ccc1Oc1ncnc2c1cnn2-c1ccc(F)cc1	12	0	-4	7	6	-5	0	2
Cn1c(=O)[nH]c(NC2CCCCC2)c([N+](=O)[O-])c1=O	-11	14	-1	3	5	-2	7	8
CCOC(=O)Cc1nnc(NC(=O)c2ncn[nH]2)s1	-8	-4	4	7	-9	6	-16	5
Cc1noc(C)c1C(=O)Nc1cc(S(=O)(=O)N2CCCCC2)ccc1N(C)C	-1	5	-2	-1	0	-5	-7	8

Next results.
SMILES	HKDC1 inhibitor	SENP8 block-1	SENP1 FRET inh	PfGluPho inh	SENP7 block	SENP6 inh	SENP8 block-2	Apaf-1 inh
O=C(O)c1cccc(S(=O)(=O)NCc2cccs2)c1	-3	11	2	-3	-4	5	-4	-2
O=C(CCN1C(=O)c2ccccc2C1=O)NCCC1=CCCCC1	11	19	0	-6	3	-7	-1	-7
CCOC(=O)C1(CC2CC2)CCN(Cc2cn[nH]c2-c2ccccc2)CC1	-3	17	2	-5	7	-13	5	2
C=CCNC(=O)/C(C#N)=C/c1cn(-c2ccccc2)nc1-c1cccs1	-2	-274	-29	-3	6	-8	-1	1
C/C(=N\NC(=O)c1c[nH]c2ccccc12)c1ccc(C)o1	8	-1	-4	0	15	-11	-2	10
CC(C)C(NC(=O)c1ccccc1NC(=O)c1ccccc1)C(=O)NNC(=O)c1ccncc1 (configuration not stated)	4	-3	0	-3	14	-13	-4	2
CCOc1c(C(N)=O)cc([N+](=O)[O-])cc1[N+](=O)[O-]	12	27	1	-10	6	8	3	-14
O=C(CSc1nc(-c2ccc(F)cc2)nc2c1Cc1ccccc1O2)Nc1cccc(C(=O)O)c1	57*	16	3	-39	·	·	·	·
COC(=O)c1cc(C#N)c(SCc2ccccc2)nc1C	6	15	2	-11	-8	-2	8	11
COC(=O)[C@@H]1Cc2c([nH]c3ccccc23)C(C)(C)N1C(=O)CCl	0	8	-12	6	-2	3	7	2
Cc1ccc(N(CC2CO2)S(=O)(=O)c2ccc([N+](=O)[O-])cc2)cc1 (configuration not stated)	-2	10	1	2	2	-28	5	12
COn1c(-c2ccc(Cl)cc2Cl)nc2ncccc21	-11	-20	-14	-14	0	6	2	0
Cc1cccc(CSc2nc3ccccc3c(=O)n2C)c1	7	21	2	-9	4	-4	4	17
O=C(c1cccnc1NCc1ccccc1)N1CCOCC1	-3	-22	3	-13	-1	0	-4	-3

Screens as filed in PubChem BioAssay.
